Screens: PubChem, Sanford-Burnham Center for Chemical Genomics
CCR6 antag – CCR6 (human) receptor antagonism | CHO-K1 CCR6 PathHunter beta-arrestin, luminescence, CCL20-stimulated | inhibition, % at 20 µM | 340,000 compounds, 0.49% hits | AID 493098;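 active = compounds whose inhibition of the agonist-driven luminescence signal at 20 µM reaches about 50%, limit read from the data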;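 also: cells stimulated with CCL20 at 14 nM final; plate controls were DMSO with CCL20 for no effect and DMSO without agonist for full effect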
Target sequence (P51684 whole entry, looked up): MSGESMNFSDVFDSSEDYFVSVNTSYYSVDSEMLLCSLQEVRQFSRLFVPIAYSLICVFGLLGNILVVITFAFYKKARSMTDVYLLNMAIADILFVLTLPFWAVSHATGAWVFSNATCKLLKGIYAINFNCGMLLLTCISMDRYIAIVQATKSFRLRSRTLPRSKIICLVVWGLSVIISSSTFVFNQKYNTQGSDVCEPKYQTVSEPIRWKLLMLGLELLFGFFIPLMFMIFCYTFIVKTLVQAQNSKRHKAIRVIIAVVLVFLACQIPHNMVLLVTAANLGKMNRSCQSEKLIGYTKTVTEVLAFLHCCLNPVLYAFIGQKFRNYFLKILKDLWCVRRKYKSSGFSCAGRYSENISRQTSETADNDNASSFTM
Gli-Sufu antag – blocks Gli-Sufu signaling in a luciferase reporter | 340,000 compounds, 0.74% hits | inhibition, % at 5 µM | AID 588413 | Sufu-KO-LIGHT fibroblasts, Gli luciferase reporter luminescence;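 active = inhibition above about 55%, limit read from the data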;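 also: 0% = DMSO-treated cells and 100% = wells with medium but no cells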
MPTP block – inhibitors of mitochondrial permeability transition pore; inhibition, % at 10 µM; isolated mouse mitochondria, Ca2+ swelling absorbance, 30 min; 360,000 compounds, 1.4% hits;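 active = inhibition of 50% or more, scaled per plate between neutral and stimulator controls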;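 also: 0% = DMSO wells given calcium and 100% = 1 mM EGTA wells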
NR3A LBD binder – NR3A (human) ligand-binding domain modulation. Tm shift relative to glycine control, % at 25 µM. 340,000 compounds, 2.5% hits. NR3A LBD differential scanning fluorimetry, Tm shift; 0% = protein alone, 100% = glycine-bound protein;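 active = melting temperature shift of at least 10% of the positive control shift, at one fixed dose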
EBI2 block – antagonists of human EBI2 receptor | 360,000 compounds, 0.81% hits | inhibition, % at 5 µM | P32249 | EBI2 beta-arrestin recruitment, luminescence, 7a,25-OHC stimulated; in the data active = inhibition above about 38%;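 also: enzyme fragment complementation signal reports receptor beta-arrestin coupling in cells; 0% = agonist plus DMSO wells and 100% = wells without agonist; some results beyond the cut were filed as inactive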
Target sequence (P32249 whole entry, looked up, the tested form may be a part): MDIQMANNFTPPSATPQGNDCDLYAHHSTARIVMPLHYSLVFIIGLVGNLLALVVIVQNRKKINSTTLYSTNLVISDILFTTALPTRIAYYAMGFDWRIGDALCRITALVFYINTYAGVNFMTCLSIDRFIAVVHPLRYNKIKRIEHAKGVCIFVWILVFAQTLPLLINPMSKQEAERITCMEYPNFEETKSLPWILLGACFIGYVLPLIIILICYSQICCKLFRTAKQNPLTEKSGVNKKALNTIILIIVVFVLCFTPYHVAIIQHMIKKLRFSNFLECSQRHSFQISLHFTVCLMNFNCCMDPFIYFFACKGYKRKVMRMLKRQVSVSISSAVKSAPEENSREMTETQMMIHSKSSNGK
CXCR6 block – CXCR6 (human) receptor inhibition; 360,000 compounds, 0.36% hits; AID 602244; CHO-K1 PathHunter CXCR6 beta-arrestin, luminescence; O00574; inhibition, % at 20 µM; in the data active = inhibition above about 34%, passing the limit was not always enough;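 also: antagonist mode with CXCL16 agonist at 10 nM final; 0% = 10 nM CXCL16 with DMSO and 100% = unstimulated wells without agonist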
* marks the source's active call; other numbers are inactive results; / = no result given. This is a subset; count on the stated rates, not on these rows.

The opening 20 records (preview)
SMILES	CCR6 antag	Gli-Sufu antag	MPTP block	NR3A LBD binder	EBI2 block	CXCR6 block
Cc1ccc(OC(=O)N(C)C[C@@H]2OCc3cn(nn3)CCCC(=O)N([C@H](C)CO)C[C@H]2C)cc1	/	/	1.4	/	-4	-2
Cc1ccc([C@@H]2C[C@H]3[C@@H](CN2S(=O)(=O)c2ccc(C)cc2)C(=O)C[C@@H](c2ccccc2)N3S(=O)(=O)c2ccc(C)cc2)cc1	/	/	-0.6	/	6	7
CCCOc1ccc(F)cc1-c1cc(C(=O)Nc2cc(OC)c(OC)c(OC)c2)[nH]n1	/	/	2.6	/	7	-4
COc1ccc(CC(=O)Nc2cc(S(=O)(=O)N3CCCCC3)ccc2OC(C)C)cc1OC	/	/	-0.2	/	1	0
COc1ccccc1N1CCN(CC(=O)NC(=O)NCc2ccccc2)CC1	/	/	9.0	/	-8	3
COc1ccccc1NC(=O)c1ccccc1SCC(=O)N1CCCC1	/	/	-0.9	/	0	-1
CCOC(=O)[C@]12CCCC=C1N(Cc1cccc3ccccc13)C(=O)[C@H](CC(=O)NCC1CCCCC1)C2	/	/	-0.4	/	15	16
COc1ccc(C(C)(NC(C)=O)c2nc(-c3cccc(C(F)(F)F)c3)cs2)cc1 (stereo not drawn)	/	/	2.2	/	4	-1
COc1ccc(CC(N)c2csc(NC(=O)Nc3ccccc3Oc3ccccc3)n2)cc1 (stereo not drawn)	/	/	1.1	/	-7	-13
O=C(Nc1ccc(F)c(Cl)c1)c1csc([C@H]2C[C@H](O)[C@@H](CO)O2)n1	/	/	-0.1	/	-4	-3
Clc1ccc2nc(-c3ccco3)c(Cc3ccsc3)n2c1	/	/	-3.3	/	1	-3
CC1(c2nnnn2-c2ccc3c(c2)OCCO3)CCC(=O)N1Cc1ccc(F)cc1 (stereo not drawn)	/	/	0.2	/	-10	3
CCCCN1C(=O)C(CC(=O)NCc2cccc3ccccc23)CC(C(=O)N2CCOCC2)=C1C (stereo not drawn)	/	/	-0.5	/	-6	6
O=C1NC(=O)C2(CCCc3c([N+](=O)[O-])cccc32)N1 (stereo not drawn)	/	/	0.2	/	-1	-11
O=C1NCCCC1(c1ccccc1)c1ccccc1	/	/	-1.1	/	-6	-4
COc1ccc(-c2cc(NC=O)c3ncc(-c4ccccc4)n3c2)cc1OC	/	/	0.2	/	11	12
Cc1ccc(NC(=O)c2ccco2)cc1	/	/	0.9	/	6	3
O=C(c1ccco1)N(Cc1cccnc1)C(c1ccccc1)c1nc2ccccc2[nH]1 (stereo not drawn)	/	/	0.2	/	5	-3
Cc1ccc(Cc2c(-c3ccc(Cl)cc3)nc3c4ccccc4ccn23)cc1	/	/	4.1	/	25	8
COCCNC(=O)C1CCCN(Cc2cccc(C#N)c2)CC1 (stereo not drawn)	/	/	-0.6	/	-1	0

All compounds of this part, previewed entries included:
SMILES	CCR6 antag	Gli-Sufu antag	MPTP block	NR3A LBD binder	EBI2 block	CXCR6 block
Cc1ccc(OC(=O)N(C)C[C@@H]2OCc3cn(nn3)CCCC(=O)N([C@H](C)CO)C[C@H]2C)cc1	/	/	1.4	/	-4	-2
Cc1ccc([C@@H]2C[C@H]3[C@@H](CN2S(=O)(=O)c2ccc(C)cc2)C(=O)C[C@@H](c2ccccc2)N3S(=O)(=O)c2ccc(C)cc2)cc1	/	/	-0.6	/	6	7
CCCOc1ccc(F)cc1-c1cc(C(=O)Nc2cc(OC)c(OC)c(OC)c2)[nH]n1	/	/	2.6	/	7	-4
COc1ccc(CC(=O)Nc2cc(S(=O)(=O)N3CCCCC3)ccc2OC(C)C)cc1OC	/	/	-0.2	/	1	0
COc1ccccc1N1CCN(CC(=O)NC(=O)NCc2ccccc2)CC1	/	/	9.0	/	-8	3
COc1ccccc1NC(=O)c1ccccc1SCC(=O)N1CCCC1	/	/	-0.9	/	0	-1
CCOC(=O)[C@]12CCCC=C1N(Cc1cccc3ccccc13)C(=O)[C@H](CC(=O)NCC1CCCCC1)C2	/	/	-0.4	/	15	16
COc1ccc(C(C)(NC(C)=O)c2nc(-c3cccc(C(F)(F)F)c3)cs2)cc1 (stereo not drawn)	/	/	2.2	/	4	-1
COc1ccc(CC(N)c2csc(NC(=O)Nc3ccccc3Oc3ccccc3)n2)cc1 (stereo not drawn)	/	/	1.1	/	-7	-13
O=C(Nc1ccc(F)c(Cl)c1)c1csc([C@H]2C[C@H](O)[C@@H](CO)O2)n1	/	/	-0.1	/	-4	-3
Clc1ccc2nc(-c3ccco3)c(Cc3ccsc3)n2c1	/	/	-3.3	/	1	-3
CC1(c2nnnn2-c2ccc3c(c2)OCCO3)CCC(=O)N1Cc1ccc(F)cc1 (stereo not drawn)	/	/	0.2	/	-10	3
CCCCN1C(=O)C(CC(=O)NCc2cccc3ccccc23)CC(C(=O)N2CCOCC2)=C1C (stereo not drawn)	/	/	-0.5	/	-6	6
O=C1NC(=O)C2(CCCc3c([N+](=O)[O-])cccc32)N1 (stereo not drawn)	/	/	0.2	/	-1	-11
O=C1NCCCC1(c1ccccc1)c1ccccc1	/	/	-1.1	/	-6	-4
COc1ccc(-c2cc(NC=O)c3ncc(-c4ccccc4)n3c2)cc1OC	/	/	0.2	/	11	12
Cc1ccc(NC(=O)c2ccco2)cc1	/	/	0.9	/	6	3
O=C(c1ccco1)N(Cc1cccnc1)C(c1ccccc1)c1nc2ccccc2[nH]1 (stereo not drawn)	/	/	0.2	/	5	-3
Cc1ccc(Cc2c(-c3ccc(Cl)cc3)nc3c4ccccc4ccn23)cc1	/	/	4.1	/	25	8
COCCNC(=O)C1CCCN(Cc2cccc(C#N)c2)CC1 (stereo not drawn)	/	/	-0.6	/	-1	0
O=C(O)c1ccc(CN2C[C@@H](CO)O[C@@H](n3cnc4c(Nc5ccccc5)ncnc43)C2)cc1	/	/	-0.2	/	-14	0
CCCn1nc(C(=O)Nc2cccc(S(=O)(=O)N3CCOCC3)c2)c2ccccc2c1=O	/	/	0.1	/	0	-1
Cc1ccccc1S(=O)(=O)N(C)C[C@@H]1OCc2cnnn2CCCC(=O)N([C@@H](C)CO)C[C@H]1C	/	/	-1.6	/	-6	-4
CC(CC(=O)c1ccccc1)=NCC(O)CN=C(C)CC(=O)c1ccccc1 (stereo not drawn)	/	/	0.9	/	-2	-1
CNc1cc(-c2cccc(OC)c2F)nc2ccnn12	/	/	0.2	/	-9	5
SMILES	CCR6 antag	Gli-Sufu antag	MPTP block	NR3A LBD binder	EBI2 block	CXCR6 block
O=C(NN=Cc1ccc2c(c1)OCO2)c1ccc([N+](=O)[O-])cc1	/	/	0.2	/	-10	3
Cc1ccccc1S(=O)(=O)NC(=O)C1(C)CCN1C(=O)c1cccc(F)c1 (stereo not drawn)	/	/	2.6	/	0	2
CCc1nc2ccc(C(=O)NCCCn3ccnc3)cn2c1N(C)C(=O)c1cccc(OC)c1	/	/	-1.0	/	-7	1
CSc1ccc(CN2CCC2(C)C(=O)NCc2cccc(C(F)(F)F)c2)cc1 (stereo not drawn)	/	/	-0.2	/	7	14
C[C@H](O)[C@@H]1CN2CCc3c([nH]c4ccc(-c5ccc6c(c5)OCO6)cc34)[C@@H]2C[C@@H]1N(C)C(=O)Nc1ccc(F)cc1	/	/	0.4	/	26	-11
Cc1ccc(NC(=O)C2(C)CCN2C(=O)Cc2ccc(C(C)C)cc2)cc1 (stereo not drawn)	/	/	0.8	/	4	1
CCCS(=O)(=O)NC(=O)C1(C)CCN(C(=O)c2cccc(C)c2C)C1 (stereo not drawn)	/	/	-3.0	/	-1	4
CCc1nc2c(OCCn3cccc3)cccn2c1N(C)C(=O)CC(C)C	/	/	0.4	/	-6	8
CC1(C)C(C=C(Cl)Cl)C1C(=O)Nc1ccc([N+](=O)[O-])cc1 (stereo not drawn)	30	3	/	8	/	/
C#CCOCCOCCOCCNc1nc(N2CCN(C(=O)C(Cc3cc4ccccc4[nH]3)n3cc(C(N)Cc4ccc(O)cc4)nn3)CC2)nc(N2CCN(C(=O)C(Cc3cc4ccccc4[nH]3)n3cc(C(N)Cc4ccc(O)cc4)nn3)CC2)n1 (stereo not drawn)	-6	-1	/	-11	/	/
CC(=O)NC(CC(C)C)C(=O)NC(Cc1ccccc1)C(N)=O (stereo not drawn)	-17	-10	/	-1	/	/
O=C(Nc1cc(S(=O)(=O)N2CCOCC2)ccc1N1CCCC1)c1ccccc1C(F)(F)F	-2	7	/	1	/	/
O=C(Oc1ccccc1)c1cccc2cccc(C(=O)Oc3ccccc3)c12	11	8	/	-1	/	/
Cc1ccc(S(=O)(=O)N(C)c2ccc(OCC(=O)Nc3cc(C(=O)O)ccc3Cl)cc2)cc1	-6	-2	/	1	/	/
O=c1c(Cl)c(Cl)cnn1Cc1ccccc1Cl	20	-2	/	-13	/	/
Fc1ccc2[nH]c3c(N4CCN(Cc5ccc6c(c5)OCO6)CC4)ncnc3c2c1	-17	-4	/	0	/	/
N#Cc1ccc(OCC(=O)Nc2cc(S(=O)(=O)N3CCOCC3)ccc2N2CCCC2)cc1	-5	2	/	3	/	/
CCCCCCn1c(=O)[nH]c2nc3cc(N)ccc3nc2c1=O	-10	18	/	-9	/	/
C#CCOCCOCCOCCNc1nc(N2CCN(C(=O)[C@H](Cc3cc4ccccc4[nH]3)n3cc([C@@H](N)Cc4ccc(O)cc4)nn3)CC2)nc(N2CCN(C(=O)[C@H](Cc3cc4ccccc4[nH]3)n3cc([C@@H](N)CC(C)C)nn3)CC2)n1	10	4	/	-13	/	/

Entries of single compounds, quoted from the list. Values in the order: CCR6 antag | Gli-Sufu antag | MPTP block | NR3A LBD binder | EBI2 block | CXCR6 block
C[C@H](O)[C@@H]1CN2CCc3c([nH]c4ccc(-c5ccc6c(c5)OCO6)cc34)[C@@H]2C[C@@H]1N(C)C(=O)Nc1ccc(F)cc1 is listed as / | / | 0.4 | / | 26 | -11
COc1ccc(CC(N)c2csc(NC(=O)Nc3ccccc3Oc3ccccc3)n2)cc1 (stereo not drawn) is listed as / | / | 1.1 | / | -7 | -13
